E-sel inducer – induces E-selectin expression in human endothelial cells | P16581 | HUVEC E-selectin immunofluorescence imaging; normalized: neutral wells 0, TNF-alpha wells 100 | activation, % at 7.58 µM | 260,000 compounds, 0.37% hits | AID 686992;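 active = mean E-selectin-positive cell signal at least 10% of the positive control, reached in at least 60% of replicates, without over 20% cell loss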;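 note: in these data hits start at about 27%; measured in HUVEC primary endothelial cells; signal is the percent of cells scored E-selectin positive by PE staining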
Target sequence (P16581 whole entry, looked up): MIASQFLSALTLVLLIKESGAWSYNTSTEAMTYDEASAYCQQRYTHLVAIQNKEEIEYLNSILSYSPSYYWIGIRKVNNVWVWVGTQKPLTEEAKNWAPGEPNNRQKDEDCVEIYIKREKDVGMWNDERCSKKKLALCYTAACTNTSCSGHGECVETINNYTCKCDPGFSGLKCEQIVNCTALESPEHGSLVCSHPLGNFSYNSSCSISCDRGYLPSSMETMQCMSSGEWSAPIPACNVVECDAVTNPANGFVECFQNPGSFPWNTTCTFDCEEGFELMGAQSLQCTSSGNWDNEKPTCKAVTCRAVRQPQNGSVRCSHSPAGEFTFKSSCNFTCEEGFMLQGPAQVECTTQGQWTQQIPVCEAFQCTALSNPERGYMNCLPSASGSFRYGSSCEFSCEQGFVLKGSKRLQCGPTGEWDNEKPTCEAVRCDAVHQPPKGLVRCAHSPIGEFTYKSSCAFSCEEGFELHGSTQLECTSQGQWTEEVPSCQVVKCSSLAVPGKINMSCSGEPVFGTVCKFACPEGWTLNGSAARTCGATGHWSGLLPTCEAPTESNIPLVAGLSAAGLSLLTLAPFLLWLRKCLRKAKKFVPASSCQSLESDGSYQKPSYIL
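System: HUVEC / Compound: single concentration / Signal: immunofluorescence imaging / Read-out: percent E-selectin-positive cells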
F508del corr – CFTR F508del correction in bronchial cells | CFBE cells, YFP halide quenching; stimulated with forskolin plus potentiator P3; % fluorescence drop versus neutral controls | AID 720511 | 350,000 compounds, 0.36% hits | activity (quench increase), % at 7.58 µM;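 active = mean added fluorescence quench of at least 8% versus neutral control, with both replicates also reaching 8%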;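 note: cells transiently co-express mutant CFTR-F508del with the halide-sensitive YFP; corrector assay measuring rescue of mutant channel to the surface after 24 h compound exposure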
DENV2 CPE rescue – inhibitors of DENV2 cytopathic effect; DENV2-infected cells, cytopathic effect rescue, plate reader; CPE inhibition, % at 9.99 µM; 350,000 compounds, 1.7% hits; AID 651640; in the data active = CPE inhibition above about 20%, passing the limit was not always enough; tested in BHK-21 cells;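 note: 0% = median of neutral control wells and 100% = median of positive control wells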
GSIS activator – GLuc luminescence reporter in INS-1E cells, primary screen for activators of glucose-dependent secretion of insulin; INS-1E GLuc reporter insulin secretion, 2-3 h; activation, % at 16.6 µM; 370,000 compounds, 0.61% hits;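 active = lowest replicate activation of at least 40%, so every replicate reaches that level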;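 note: 0% = median of neutral control wells and 100% = median of IBMX positive control wells; some compounds called inactive have numbers as strong as hits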
CASP6 VEID inh – blocks human caspase-6 cleavage activity; 350,000 compounds, 0.53% hits; inhibition, % at 12.5 µM; purified caspase-6, Z-VEID-R110 cleavage fluorescence; P55212; AID 686996;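 active = mean inhibition across replicates at least about 35%, with every replicate also reaching that limit, limit read from the data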;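 note: 0% = median of neutral control wells and 100% = no fluorescence left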
Target sequence (P55212 24-179 limits assumed): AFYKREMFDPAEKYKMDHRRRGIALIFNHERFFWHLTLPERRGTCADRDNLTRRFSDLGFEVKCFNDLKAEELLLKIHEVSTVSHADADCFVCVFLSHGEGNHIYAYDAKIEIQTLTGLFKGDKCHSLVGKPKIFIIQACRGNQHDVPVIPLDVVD
Target sequence (P55212 194-293 limits assumed): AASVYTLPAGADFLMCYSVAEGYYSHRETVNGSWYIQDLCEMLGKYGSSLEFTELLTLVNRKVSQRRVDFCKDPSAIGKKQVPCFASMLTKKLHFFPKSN
RAD52 anneal inh – blocks human RAD52 DNA annealing; P43351; recombinant RAD52 DNA annealing, FRET fluorescence; inhibition, % at 18.7 µM; 360,000 compounds, 0.46% hits;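 active = every replicate showing at least 50% inhibition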
XiGFP reactiv – activators of X-chromosome reactivation in mouse fibroblasts; XiGFP mouse fibroblasts, % GFP-positive cells imaging, 3 d; cells co-treated with 5-aza-dC sensitizer; scaled so ellipticine positive control = 100%; activation, % at 7.58 µM; 360,000 compounds, 0.055% hits;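 active = mean normalized replicate activation at least 10% and every replicate at or above 10%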;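 note: 0% = median of on-plate neutral control wells and 100% = ellipticine 6 µM median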
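System: SV40-immortalized XiGFP fibroblast cells, line 68-5-11 / Incubation: 3-day compound exposure, then 15 min fixation at room temperature / Compound: single concentration per compound, delivered by pin transfer / Buffer or medium: DMEM plus 5-aza-dC sensitizer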
RAD54 inh – RAD54 (human) branch migration inhibition; Q92698; RAD54 Holliday junction branch migration, FAM/BHQ fluorescence; inhibition, % at 10.4 µM; 360,000 compounds, 0.14% hits; AID 602329;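 active = mean normalized replicate activity at least 40 and at least half of replicates scoring 40 or more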;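 note: 0% = median of neutral control wells and 100% = median of positive control wells; inhibitors cause a drop in the FAM fluorescence signal; in these data hits start at about 50%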
* = called active by the depositor; nt = not tested or not shown; & = joins results of further samples.

# | Compound | GSIS activator | F508del corr | DENV2 CPE rescue | CASP6 VEID inh
1 | C[C@@H]1CN([C@H](C)CO)C(=O)CCCn2cc(nn2)CO[C@H]1CN(C)Cc1ccc(C(F)(F)F)cc1 | -4 | 0.4 | -1 | -1
2 | NS(=O)(=O)c1ccc(CCNc2ccc(C(F)(F)F)cn2)cc1 | -1 | 1.2 | -4 | -1
3 | CCCn1c(=S)[nH]c2cc(C(=O)N(CCO)Cc3ccccc3)ccc2c1=O | -18 | -0.5 | 9 | 3
4 | CCC(=O)Nc1ccc2c(c1)OC[C@H](C)N(C(=O)CN1CCOCC1)C[C@H](C)[C@@H](OC)CN(C)C2=O | 2 | nt | 3 | 2
5 | [O-]/[N+](=C/c1ccccc1)c1ccccc1 | nt | -3.4 | 19 | 0
6 | Cc1cccc(C)c1NC(=O)C(CCc1ccccc1)N1CCN(C)CC1 (stereo not drawn) | -5 | -0.9 | 6 | -3
7 | C[C@H]1CCCCO[C@@H](CN(C)C(=O)Nc2ccccc2)[C@@H](C)CN([C@@H](C)CO)C(=O)c2cc(NC(=O)Nc3ccccc3)ccc2O1 | -3 | -1.3 | 10 | 2
8 | CCC(=O)NC[C@@H]1[C@H](c2ccc(C3=CCCC3)cc2)[C@H](CO)N1C(C)=O | 12 | 1.3 | -2 | 1
9 | CC(c1ccc(Cl)cc1)n1c(-c2ccc3ccccc3n2)n[nH]c1=S (stereo not drawn) | 3 | 3.5 | 2 | 0
10 | CO[C@@H](CN(C)C(=O)c1ccccc1F)[C@H](C)CN([C@@H](C)CO)S(=O)(=O)c1ccc(C)cc1 | -1 | -0.5 | -3 | -2
11 | C[C@@H]1CN([C@@H](C)CO)C(=O)Cc2cc(NS(=O)(=O)c3ccc(Cl)cc3)ccc2O[C@@H]1CN(C)Cc1ccc(-c2ccccc2)cc1 | 12 | 0.6 | nt | nt
12 | COc1ccc(CCNC(=O)Cc2c(Cl)cccc2Cl)cc1 | 5 | -0.1 | nt | -1

# | E-sel inducer | XiGFP reactiv | RAD54 inh | RAD52 anneal inh
1 | -0.1 | 0.2 | -8 | -8
2 | 0.1 | 0.3 | -3 | -6
3 | nt | -0.1 | -14 | 1
4 | -0.1 | 0.0 | -5 | 3
5 | nt | 0.0 | 3 | -29
6 | 0.2 | -0.1 | nt | -8
7 | -0.2 | 0.0 | 0 | 26
8 | 0.5 | 0.0 | 2 | -6
9 | nt | nt | -2 | -17
10 | 0.0 | 0.1 | -1 | -5
11 | 0.5 | 0.2 | nt | nt
12 | nt | 0.0 | nt | -7

Entries of single compounds, looked up by structure:
NS(=O)(=O)c1ccc(CCNc2ccc(C(F)(F)F)cn2)cc1 reads GSIS activator = -1; F508del corr = 1.2; DENV2 CPE rescue = -4; CASP6 VEID inh = -1; E-sel inducer = 0.1; XiGFP reactiv = 0.3; RAD54 inh = -3; RAD52 anneal inh = -6
[O-]/[N+](=C/c1ccccc1)c1ccccc1 reads GSIS activator = nt; F508del corr = -3.4; DENV2 CPE rescue = 19; CASP6 VEID inh = 0; E-sel inducer = nt; XiGFP reactiv = 0.0; RAD54 inh = 3; RAD52 anneal inh = -29
CC(c1ccc(Cl)cc1)n1c(-c2ccc3ccccc3n2)n[nH]c1=S (stereo not drawn) reads GSIS activator = 3; F508del corr = 3.5; DENV2 CPE rescue = 2; CASP6 VEID inh = 0; E-sel inducer = nt; XiGFP reactiv = nt; RAD54 inh = -2; RAD52 anneal inh = -17

Additional results follow:
# | Compound | GSIS activator | F508del corr | DENV2 CPE rescue | CASP6 VEID inh
13 | COc1ccc(N2C(=O)CC(c3ccc(OC(C)C)cc3)C2=O)cc1 (stereo not drawn) | -12 | 5.4 | -15 | 0
14 | COc1ccc(-c2ccc(C(=O)N3CCOCC3)c3occc23)c(C)c1 | -11 | -1.3 | -9 | 4
15 | CCOC(=O)CSC1=C(C#N)C(c2ccccc2F)C(C(C)=O)=C(C)N1 (stereo not drawn) | -16 | nt | nt | 5
16 | CC(=O)Nc1ccc2c(c1)C(=O)N(C)[C@@H]1CC[C@H](CC(=O)Nc3cn(C)nc3C)O[C@H]1CO2 | -2 | -1.2 | -2 | 0
17 | COc1ccccc1CNC(=O)C1CCC(CNS(=O)(=O)c2ccccc2)CC1 (stereo not drawn) | -7 | -2.0 | 1 | 0
18 | CC(C)NC(=O)N(C)C[C@H]1Oc2c(NC(=O)c3ccncc3)cccc2C(=O)N([C@H](C)CO)C[C@H]1C | 8 | 0.1 | -6 | -1
19 | COc1ccc(S(=O)(=O)Nc2ccc3c(c2)CC(=O)N([C@@H](C)CO)C[C@@H](C)[C@@H](CN(C)C(=O)Nc2ccccc2)O3)cc1 | 1 | 0.3 | -11 | -2
20 | C[C@H]1CN([C@@H](C)CO)C(=O)c2cccc(NS(=O)(=O)c3ccccc3)c2O[C@H]1CN(C)S(=O)(=O)c1ccc(F)cc1 | 5 | 0.3 | -6 | nt
21 | O=C(CSc1ncnc2ccccc12)N1CCNC1=O | 24 | 1.3 | 8 | 2
22 | CCN1C(=O)c2c(C)nc3ccccc3c2C1=O | nt | -0.7 | 7 | 6
23 | COc1ccccc1NC(=O)OC(C)c1ccc(Cl)cc1 (stereo not drawn) | -17 | -0.4 | -5 | -3
24 | COC(=O)C1=C(C)N(C)C(=NCC2CC2)NC1c1ccccc1C(F)(F)F (stereo not drawn) | 8 | 0.6 | 19 | -7

# | E-sel inducer | XiGFP reactiv | RAD54 inh | RAD52 anneal inh
13 | -0.1 | 0.0 | 6 | -5
14 | -0.3 | 0.2 | 1 | -7
15 | nt | nt | -2 | -23
16 | -0.1 | -0.1 | -1 | 8
17 | -0.2 | 0.1 | 8 | 2
18 | -0.1 | -1.2 | 6 | -9
19 | 0.3 | -0.1 | 1 | 2
20 | 0.3 | -0.4 | 16 | nt
21 | nt | 0.0 | 9 | -15
22 | nt | nt | nt | -10
23 | nt | -0.1 | 4 | -7
24 | 1.2 | 0.3 | nt | 4

New compounds follow.
# | Compound | GSIS activator | F508del corr | DENV2 CPE rescue | CASP6 VEID inh
25 | COC(=O)C1C(=O)OC(C)(C)C1C(C)C(=O)c1ccc(C)cc1C (stereo not drawn) | 7 | -0.8 | -5 | -1
26 | CCOc1ccc(NC(=O)CN(C)S(=O)(=O)c2cccc3cccnc23)cc1 | 2 | 0.6 | -1 | 3
27 | CC1CCc2sc(C(=O)NCCCn3ccnc3)cc2C1 (stereo not drawn) | 2 | -0.9 | 15 | -10
28 | CSCCC(NS(=O)(=O)c1ccc(C)cc1)C(=O)NC1CCCCCC1 (stereo not drawn) | -19 | -3.0 | -1 | 0
29 | C[C@@H]1CN([C@H](C)CO)C(=O)c2cc(-c3ccc(F)cc3)cnc2O[C@H]1CN(C)C(=O)Nc1ccc(F)cc1 | -22 | -0.1 | nt | nt
30 | COc1cc2ccc(CC(=O)O)cc2cc1OC | 77* | 3.0 | -2 | 0
31 | O=C(N=C1SC2CS(=O)(=O)CC2N1c1ccc(Cl)cc1Cl)C1CCCO1 (stereo not drawn) | 8 | 4.9 | -2 | -3
32 | O=C(CSC1=NS(=O)(=O)c2ccccc2N1)c1ccccc1 | -4 | -6.0 | 10 | -4
33 | N#Cc1nc(-c2ccc(OCc3ccc(Cl)cc3)cc2)oc1N1CCC(C(N)=O)CC1 | 12 | 2.9 | 3 | -1
34 | COCCNc1nc(Oc2cncc(Cl)c2)c2sccc2n1 | 55* | -1.2 | -3 | 2
35 | CN(C)CCNc1ccc2nnn3c4ccc(O)cc4c(=O)c1c23 | 21 | 4.3 | 2 | 3
36 | CCN1CCCC1CNCc1cc(OC)c(OC)c(OC)c1 (stereo not drawn) | 6 | 0.5 | 9 | -28

# | E-sel inducer | XiGFP reactiv | RAD54 inh | RAD52 anneal inh
25 | nt | 0.1 | nt | -11
26 | nt | 0.1 | -14 | -9
27 | 1.2 | 0.0 | 5 | -4
28 | -0.4 | 0.3 | -4 | -8
29 | -0.4 | 0.7 | nt | nt
30 | 0.0 | 0.1 | nt | -12
31 | nt | 0.0 | 10 | -2
32 | nt | 0.2 | nt | -4
33 | nt | nt | -15 | 3
34 | 0.2 | 0.0 | -6 | -5
35 | 0.0 | -0.1 | nt | 48
36 | nt | nt | 4 | -16

Other compounds follow.
# | Compound | GSIS activator | F508del corr | DENV2 CPE rescue | CASP6 VEID inh
37 | Cc1cc(C)c(C#N)c(N2CCN(c3ccccc3)CC2)n1 | -6 | 0.8 | -2 | 3
38 | Cc1ccc(NC(=O)CSc2nc3[nH]ncc3c(=O)[nH]2)cc1Cl | -2 | -1.1 | -4 | 4
39 | O=C(C1=C[C@H](c2ccc(C(F)(F)F)cc2)C[C@H](OCc2ccc(CO)cc2)O1)N1CCN(Cc2ccccc2)CC1 | -9 | 1.0&-0.9 | -6&5 | 2&-2
40 | O=C(C[n+]1cc(-c2ccc(Cl)c(Cl)c2)n2c1CCC2)OCc1ccccc1 | -9 | nt | -2 | -5
41 | CC(=O)NCCC(=O)Nc1cc(S(=O)(=O)N2CCCCC2)ccc1N1CCCCC1 | -2 | 0.5 | -1 | 2
42 | CCOC(=O)N1CCN(S(=O)(=O)c2ccc(Br)cc2)CC1 | 0 | -1.9 | -4 | -2
43 | C[C@@H]1CN([C@@H](C)CO)C(=O)c2cccc(NS(C)(=O)=O)c2O[C@H]1CN(C)C(=O)NC1CCCCC1 | 1 | 2.5 | -1 | 4
44 | Cc1ccc(S(=O)(=O)N(C)C[C@H]2Oc3ccc(NS(=O)(=O)c4cccs4)cc3C(=O)N([C@@H](C)CO)C[C@H]2C)cc1 | -9 | 2.0 | -15 | 2
45 | CCCN(C(=O)c1cc(C)ccc1C)c1c(N)n(Cc2ccccc2)c(=O)[nH]c1=O | 7 | -2.3 | -8 | 0
46 | O=C(Cc1cccs1)Nc1cccc([N+](=O)[O-])c1 | -3 | 2.6 | 6 | 20
47 | C[C@H](CO)N1C[C@H](C)[C@@H](CN(C)C(=O)Nc2ccc(F)cc2)Oc2ccc(NC(=O)Nc3ccccc3)cc2CC1=O | -10 | -1.9 | -5 | 0
48 | CO[C@@H]1CN(C)C(=O)c2cc(NC(=O)c3ccccc3F)ccc2OC[C@H](C)N(C(C)=O)C[C@@H]1C | -9 | 0.3 | 7 | 2

# | E-sel inducer | XiGFP reactiv | RAD54 inh | RAD52 anneal inh
37 | 0.2 | 0.1 | 4 | -20
38 | 1.4 | 0.1 | nt | -7
39 | -0.1 | 0.0 | -8&-6 | -15
40 | -0.1 | 0.1 | 15 | 8
41 | nt | 0.3 | -8 | -11
42 | 1.2 | 0.2 | 6 | -1
43 | nt | -0.1 | 5 | -2
44 | 0.9 | 0.1 | -7 | 2
45 | nt | 0.2 | -7 | -6
46 | nt | 0.0 | nt | -21
47 | -0.2 | 0.2 | 1 | 8
48 | 0.2 | 0.5 | -1 | -14

(continued)
# | Compound | GSIS activator | F508del corr | DENV2 CPE rescue | CASP6 VEID inh
49 | CCCN(CCC)S(=O)(=O)c1ccc(C)cc1 | nt | -2.1 | -13 | 6
50 | COc1ccc(CNC(=O)CNC(=O)c2c(C)nn(C)c2Cl)cc1 | -5 | 0.3 | 0 | 0
51 | CCC(=O)N1[C@@H](CO)[C@@H](c2ccc(-c3ccccc3)cc2)[C@@H]1CN(CC)C(C)=O | 9 | -1.6 | 6 | -2
52 | CCCCN(C(=O)C1=NN(c2ccccc2)C(=O)CC1)c1c(N)n(CC(C)C)c(=O)[nH]c1=O | nt | 2.7 | -1 | 3

# | E-sel inducer | XiGFP reactiv | RAD54 inh | RAD52 anneal inh
49 | 2.3 | -0.1 | -3 | 7
50 | 0.4 | -0.1 | nt | -15
51 | -0.7 | 0.1 | 1 | -12
52 | 0.9 | 0.2 | -5 | -33
